All columns: NCI-60 one-dose screen, growth in % after 48 h at 10 µM unless noted; 100 = growth as untreated, 0 = no growth, -100 = all killed.
NCI-H322M: NCI-H322M lung cancer; actives 2.7% (n = 80,000); AID 1794733
HCT-15: HCT-15 colon cancer; actives 5.2% (n = 82,000); AID 1794746
HCC-2998: HCC-2998 colon cancer; actives 4.7% (n = 79,000); AID 1794799
SW-620: SW-620 colon cancer | actives 5.2% (n = 82,000)
HCT-116: HCT-116 colon cancer. actives 7.3% (n = 82,000). AID 1794798
KM12: KM12 colon cancer cells; actives 5% (n = 82,000); AID 1794800
COLO 205: COLO 205 colon cancer; actives 7.3% (n = 79,000); AID 1794742
HT29: HT29 colon cancer; actives 7.4% (n = 81,000); AID 1794748
SNB-75: SNB-75 CNS cancer; actives 5% (n = 79,000)
Numbers without * were called inactive; · = no result given; & = joins results of further samples. The calls were made as follows: active = growth percent below 10; inactive = the rest.

nr	Structure	NCI-H322M	HCT-15	HCC-2998	SW-620	HCT-116	KM12	COLO 205	HT29	SNB-75
1	COc1cc(Nc2ncccc2C(=O)NCc2cn(Cc3cccc(Oc4ccccc4)c3)nn2)cc(OC)c1	65	33	55	31	19	17	38	8.5*	·
2	COC(=O)c1nc(=S)[nH]c(C(=O)OC)c1C(=O)c1cccc(O)c1	108	111	110	113	104	111	124	110	106
3	CC[S+](CC)CC(=O)c1ccc(-c2ccccc2)cc1	93	91	97	114	88	98	94	88	87
4	C=C1C(=O)O[C@H]2[C@H]1CC/C(COC(=O)/C=C\C(=O)NCc1ccc(Cn3c(=O)sn(-c4ccc(C#N)cc4)c3=O)cc1)=C\CC[C@@]1(C)O[C@@H]21	-47*	-34*	-79*	-64*	-56*	-72*	-55*	-13*	-82*
5	Oc1cccc(/C=N/Nc2ccc3nnc(-c4ccccc4)n3n2)c1	86	51	83	79	66	66	91	92	75
6	O=C(c1ccccc1)C(Cc1ccccc1)N1CCCCC1 (configuration not stated)	100&127	100&105	104	110&98	92&100	102&106	103&106	96&108	73&86
7	C[N+](C)(Cc1ccccc1Cl)Cc1ccccc1Cl	112	99	95	94	82	107	105	88	98
8	CCCC(C)c1cc([N+](=O)[O-])c(O)c([N+](=O)[O-])c1 (configuration not stated)	101	106	99	101	95	101	98	93	92
9	C#CCN1c2cccc3cccc(c23)N(CC#C)C1c1cn(-c2ccccc2)nc1-c1cccc([N+](=O)[O-])c1	97	88	98	94	77	98	·	91	96
10	O=C(/C=C/c1ccc(F)cc1)c1ccc(Nc2nc(NCCO)nc(NCCO)n2)cc1	89	91	104	51	14	61	88	27	83
11	Nc1c(C(=O)C[C@@H](N)CO)ccc2c1C(=O)CCO2	17	7.0*	-5.5*	5.9*	38	20	47	-3.2*	86
12	CC(=O)Nc1cccc2ccc(S(=O)(=O)O)cc12	105	100	100	108	101	110	106	87	108

2 compounds drawn at random from the list so far, as already listed:
nr	Structure	NCI-H322M	HCT-15	HCC-2998	SW-620	HCT-116	KM12	COLO 205	HT29	SNB-75
9	C#CCN1c2cccc3cccc(c23)N(CC#C)C1c1cn(-c2ccccc2)nc1-c1cccc([N+](=O)[O-])c1	97	88	98	94	77	98	·	91	96
12	CC(=O)Nc1cccc2ccc(S(=O)(=O)O)cc12	105	100	100	108	101	110	106	87	108

Additional entries.
nr	Structure	NCI-H322M	HCT-15	HCC-2998	SW-620	HCT-116	KM12	COLO 205	HT29	SNB-75
13	COc1ccc(N=Nc2ccc(O)c(=O)cc2)cc1	25	16	36	22	25	18	26	33	8.5*
14	Cc1ccc2ccccc2c1[N+](=O)[O-]	146	113	90	96	103	111	109	105	·
15	CC1(c2cc(NC(=O)Cc3ccc4ccccc4c3)n(C3CCCCC3)n2)CC1	94	88	91	94	101	98	119	107	88
16	CCCCCCCCN(CCCCCCCC)CC(O)c1ccc(I)cc1 (configuration not stated)	87	56	77	48	52	74	74	45	118
17	CCOc1ccc(OCC(=O)O)cc1	121	104	103	112	95	102	106	96	99
18	COc1nc2cc(OCc3ccccc3)ccc2cc1-c1nc2c(cnn2-c2ccccc2)c(=O)[nH]1	105	104	133	104	100	108	116	104	114
19	CCCCN(C(=O)OCC)c1ccccc1	123	108	103	112	100	110	119	104	105
20	CCCCOC(=O)C1C2CCC(O2)C1C(=O)OCC (configuration not stated)	111	107	102	108	107	119	121	118	84
21	C(=Nc1cnc2ccccc2c1)c1ccnc2ccccc12	89	62	117	40	16	93	109	85	103
22	OC(COc1cccc2ccccc12)CN1CCN(c2ccccc2Cl)CC1 (configuration not stated)	95	99	·	88	71	100	104	86	87
23	O=C(O)CNC(=O)c1cn(-c2ccccc2)nc1-c1ccc(Cl)s1	108	115	109	100	28	103	100	107	·
24	CCOC(=O)c1cnn2c(-c3ccccc3)nc(NCc3ccccc3)nc12	105	82	104	97	92	97	·	74	95
25	COc1ccc(CNc2nc3cc(C(F)(F)F)cnc3nc2C(=O)O)cc1	109	103	106	99	106	107	·	109	87
26	CCC(=N\O)/C(C)=N/O	104	112	101	104	88	100	105	96	88
27	COc1ccc(-c2nn(-c3cccc(Cl)c3)cc2-c2cc(-c3cccs3)no2)cc1	·	56	38	60	20	23	56	51	78
28	Cc1ccc(/C(CS(=O)(=O)c2ccc(C)cc2)=N\O)cc1	104	95	103	106	103	115	118	100	88
29	CC(C)CC(=O)Cc1ccccc1	101	111	104	102	100	99	115	99	101
30	COC(=O)/C(=C\c1ccc([N+](=O)[O-])cc1)NC(=O)c1ccccc1	105	98	103	104	108	117	111	106	97
31	N#C/C(=C\c1ccc(F)cc1)C(=O)Nc1cc(-c2ccccc2)nn1-c1ccccc1	100	92	114	106	107	99	125	114	105
32	CS(=O)(=O)Oc1ccc(Br)c2cccnc12	126	103	102	121	110	110	146	98	91
33	CC/C(=C(\c1ccc(OCCN2CCCCCC2)cc1)c1ccc(OC(=O)c2ccccc2)cc1)c1ccccc1	102	95	·	96	82	82	90	83	98
34	O=C1OC(c2nc3ccccc3s2)=C/C1=C\c1cccc(Cl)c1	87	92	100	99	95	103	114	123	93
35	CC12CCC(C(N)C1=O)C2(C)C (configuration not stated)	106&109	100&101	106	94&110	101&86	110&111	105&124	100&100	99&102
36	CC1NC(C)c2c(ccc3ccccc23)O1 (configuration not stated)	107&104	101&115	110&96	91&105	98&98	97&113	107	103&96	102&83

Entries listed so far containing fluorine:
nr	Structure	NCI-H322M	HCT-15	HCC-2998	SW-620	HCT-116	KM12	COLO 205	HT29	SNB-75
10	O=C(/C=C/c1ccc(F)cc1)c1ccc(Nc2nc(NCCO)nc(NCCO)n2)cc1	89	91	104	51	14	61	88	27	83
25	COc1ccc(CNc2nc3cc(C(F)(F)F)cnc3nc2C(=O)O)cc1	109	103	106	99	106	107	·	109	87
31	N#C/C(=C\c1ccc(F)cc1)C(=O)Nc1cc(-c2ccccc2)nn1-c1ccccc1	100	92	114	106	107	99	125	114	105

Next records follow.
nr	Structure	NCI-H322M	HCT-15	HCC-2998	SW-620	HCT-116	KM12	COLO 205	HT29	SNB-75
37	O=C(O)c1cn(C2CC2)c2cc(N3CCN(Cn4nc(-c5ccc6ccccc6c5)n(-c5ccccc5)c4=S)CC3)c(F)cc2c1=O	106	99	111	105	84	98	·	115	86
38	O=C(O)CSC(SCC(=O)O)c1ccc([N+](=O)[O-])cc1	98	98	107	113	102	107	104	96	93
39	Cc1cccc(C(C#N)c2ccc(N)cc2)c1 (configuration not stated)	100	101	120	99	99	106	·	104	103
40	Clc1ccc(/C=C/c2cc(/C=C/c3ccc(Cl)cc3Cl)nc3ccccc23)cc1	96	100	112	·	104	100	120	109	106
41	Cn1ncc(CC(=O)O)c1-n1nnc2ccccc2c1=O	102	102	94	107	99	108	115	103	85
42	O=C(O)c1ccc(C(O)c2ccccc2)cc1 (configuration not stated)	97	95	103	101	96	103	107	101	81
43	N#Cc1c(-c2ccc(F)cc2)nc(SCc2ccc(F)cc2)nc1N1CCOCC1	78	80	87	86	66	87	98	93	-17*
44	Clc1ccc2nc[nH]c2c1	101	95	125	115	108	105	132	115	91
45	Cc1nn(-c2ccccc2)c2ncn(CC(=O)NN3C(=O)c4ccccc4C3=O)c(=O)c12	103	99	107	108	102	104	115	102	100
46	CCOC(=S)SCCC(=O)O	115	103	121	97	108	118	121	107	81
47	C/C(=C\CCc1ccoc1)CC/C=C(\C)CCCC1=CC(=O)OC1	51	74	72	76	49	59	62	52	102
48	CCCn1cnc2c(SC(C)C)nc(N)nc21	88	99	91	87	102	94	116	99	86
49	CN1CCCCC1CCN1C(=O)c2ccccc2C1=O (configuration not stated)	98	110	97	106	85	102	104	95	93
50	c1ccc(-c2ncnc3ccccc23)cc1	112	102	100	·	106	105	99	102	104
51	CNNC(=O)c1ccncc1	101	104	93	105	102	98	117	105	102
52	COCCCNc1nc2ccccc2c2c(=O)c3cc(Cl)ccc3sc12	84	81	108	95	89	·	92	81	92
53	COc1ccc(-c2cn3ccnc3c(NCCn3cc(COc4ccc5c(C)cc(=O)oc5c4)nn3)n2)cc1	101	97	100	109	87	93	104	99	105
54	CC(=O)Oc1c(C)cccc1C(=O)O	98	106	89	116	87	103	108	94	97
55	COc1ccc2cc(C(C)NC(=O)Nc3ccc(S(=O)(=O)N=C(N)N)cc3)ccc2c1 (configuration not stated)	110	93	·	·	87	109	107	103	92
56	CC(=O)c1ccccc1OC(=O)c1ccccc1	112	99	97	105	94	127	115	106	88
57	Nc1c(C(=O)c2ccc(Br)cc2)sc(S)c1-c1nc2ccccc2s1	99	92	112	108	93	97	113	116	76
58	O=C(Nc1cc(=O)[nH]c(SCC(=O)N2CCN(c3cc4c(cc3F)c(=O)c(C(=O)O)cn4C3CC3)CC2)n1)c1ccc(Cl)cc1	101	104	108	104	94	101	·	97	100
59	c1ccc(C2=NN(c3ccccc3)C3=C4N(c5ccccc5)N=C(c5ccccc5)N4c4[nH]c(-c5ccccc5)cc4N23)cc1	95	109	99	100	103	108	114	105	99
60	O=C(OCc1ccc2c(Cl)cc(Cl)c(O)c2n1)N1CCN(C(=O)c2cc3cc(F)ccc3[nH]2)CC1	34	11	23	17	5.6*	-15*	86	99	29
61	O=C(CNc1nc(-c2cccc([N+](=O)[O-])c2)cs1)Nc1ccccc1Cl	94	103	115	106	104	104	110	104	96

Three of these compounds in another layout:
(59) c1ccc(C2=NN(c3ccccc3)C3=C4N(c5ccccc5)N=C(c5ccccc5)N4c4[nH]c(-c5ccccc5)cc4N23)cc1
(60) O=C(OCc1ccc2c(Cl)cc(Cl)c(O)c2n1)N1CCN(C(=O)c2cc3cc(F)ccc3[nH]2)CC1
(61) O=C(CNc1nc(-c2cccc([N+](=O)[O-])c2)cs1)Nc1ccccc1Cl

| Assay by compound | 59 | 60 | 61 |
| --- | --- | --- | --- |
| NCI-H322M | 95 | 34 | 94 |
| HCT-15 | 109 | 11 | 103 |
| HCC-2998 | 99 | 23 | 115 |
| SW-620 | 100 | 17 | 106 |
| HCT-116 | 103 | 5.6* | 104 |
| KM12 | 108 | -15* | 104 |
| COLO 205 | 114 | 86 | 110 |
| HT29 | 105 | 99 | 104 |
| SNB-75 | 99 | 29 | 96 |
